# High-throughput results as filed in PubChem BioAssay.
# TcdB GH inh = blocks C. difficile toxin B glycohydrolase activity | 0.24% of 350,000 active | inhibition, % at 9.99 µM | TcdB glycohydrolase enzymatic assay, plate reader | P18177; in the data active = inhibition above about 10%
# PfHsp40 yeast = rescue of PfHsp40-mediated yeast toxicity; S. cerevisiae expressing PfHsp40, growth rescue, ATP luminescence; growth rescue, % at 12.5 µM; 0.68% of 340,000 active; AID 504582; in the data active = growth rescue above about 28%, passing the limit was not always enough; inconclusive = no clear call, values can overlap the other calls;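 note: yeast W303a lacking pdr1 and pdr3 grown in galactose medium; growth measured after three days at 30 °C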
# Anthrax LF inh2 = anthrax lethal factor protease inhibition; multiplex microsphere protease cleavage assay, LF; inhibition, % at 10 µM; 0.12% of 360,000 active; AID 588501; note: plate controls were buffer without enzyme for full effect and enzyme alone for no effect
# Yp Topo-I inh = blocks Yersinia pestis topoisomerase I activity | Y. pestis Topo-I cleavage product accumulation, plate reader | activity, % at 10 µM | 0.064% of 360,000 active | AID 504884; in the data active = activity above about 50%, passing the limit was not always enough; inconclusive = no clear call, values can overlap the other calls; note: inactives centre near 2
# BoNT-F LC inh = BoNT F light chain protease inhibition. 0.22% of 360,000 active. Multiplex microsphere protease cleavage assay, flow cytometry. inhibition, % at 10 µM; in the data active = inhibition above about 35%, passing the limit was not always enough; inconclusive = no clear call, values can overlap the other calls; note: plate controls were buffer without enzyme for full effect and enzyme alone for no effect
# PrPC TRFRET = cell surface PrPC inhibition, primary TR-FRET screen | 0.43% of 370,000 active | TR-FRET read-out | inhibition, % at 13.8 µM | AID 720596 | P04156; in the data active = inhibition above about 24%; note: 0% = median of the test wells and 100% = reference compound wells
# BoNT A protease = BoNT A light chain protease inhibition. inhibition, % at 10 µM. 0.17% of 360,000 active. multiplex microsphere protease substrate cleavage, flow cytometry; note: plate controls were buffer without enzyme for full effect and enzyme alone for no effect
# FadD28 FP inh = M. tuberculosis FadD28 bisubstrate binding inhibition. AID 588549. inhibition, % at 12.5 µM. FadD28 bisubstrate probe binding, fluorescence polarization. 0.22% of 360,000 active; in the data active = inhibition above about 8.5%, passing the limit was not always enough; inconclusive = no clear call, values can overlap the other calls
# CCHF vOTU inh = CCHFV vOTU protease inhibition | Pep-AMC fluorescence | inhibition, % at 11.5 µM | 0.55% of 370,000 active; in the data active = inhibition above about 30%; note: 0% = vehicle wells with enzyme and 100% = no enzyme wells
# Active calls of the source: *; ? = inconclusive; . = no result given. Cut-off read from the data, not from the text of the source, unless noted: active = inhibition above about 30%; inconclusive = no clear call, values can overlap the other calls; inactive = below that.
SMILES,TcdB GH inh,PfHsp40 yeast,Anthrax LF inh2,Yp Topo-I inh,BoNT-F LC inh,PrPC TRFRET,BoNT A protease,FadD28 FP inh,CCHF vOTU inh
O=C1Nc2ccc(F)cc2C12Nc1ccccc1-c1nnc(SCc3ccccc3Cl)nc1O2 (configuration not stated),.,?,-3,4,-4,3,1.6,-5.3,20
COc1cc(C2NC(=O)NC(O)(C(F)(F)F)C2C(=O)c2cccs2)ccc1O (configuration not stated),-0.9,-0.8,-2,8,-8,-1,-0.5,-4.5,-13
CN(C)C(=O)CN1C(=O)C2CC=C(Cl)CC2C1=O (configuration not stated),-0.4,0.4,-4,-14,8,-1,-1.5,0.8,-13
CCc1ccc(Nc2nnc(SCC(=O)NC(=O)c3cccn3C)s2)cc1,1.0,0.3,-2,-1,-2,1,0.1,-2.0,6
O=S1(=O)N=C(N/N=C/c2ccco2)c2ccccc21,-1.4,0.5,1,4,-2,0,-0.5,-4.2,13
Cc1c(Br)c([N+](=O)[O-])nn1CC(=O)NC1CCCCCC1,-1.5,-0.9,-4,-3,4,-3,-1.7,-1.2,0
Cc1cccn2c(CN(C)C3CCCc4ccccc43)c(C(=O)N3CCOCC3)nc12 (configuration not stated),11*,-0.2,-7,42,-1,1,-0.1,1.0,-2
O=c1c2c3c(sc2ncn1/N=C/c1ccccc1)CCCC3,.,2.4,2,2,5,3,-0.1,-3.4,4
CC(C)(C)c1ccc(C(=O)N2CCC(=O)N(C(COCc3ccccc3)Cc3ccccc3)CC2)cc1 (configuration not stated),.,4.4,-4,4,-1,8,0.3,-0.8,14
CC(NC(=O)c1ccnn1C)C1CCCO1 (configuration not stated),1.2,0.3,0,3,0,-4,0.3,-0.9,-8
CC(C)(C)C1=Nn2c(nnc2-c2ccccc2F)SC1,0.5,2.1,-2,8,4,.,0.8,0.0,.
CNC(=O)c1[nH]cnc1C(=O)Nc1cccc(OC)c1,.,1.0,-5,-6,-20,-8,-0.2,-0.2,10
Cc1ccc(OCCOCCn2ccnc2)c(Br)c1,.,-1.1,4,-1,4,11,-1.0,-1.6,1
CCCOc1ccc(C(=O)NCCC(=O)NCCCC(=O)O)cc1,-0.2,-0.5,-8,5,-5,4,0.4,-1.1,-5
O=C(NNC(=O)C12CC3CC(CC(Br)(C3)C1)C2)c1ccccc1F,1.2,1.3,-1,6,-12,-1,-0.2,-1.2,-10
CCNC(=O)C1(C)CCN(C(=O)c2ccccc2OC(F)(F)F)C1 (configuration not stated),0.4,.,2,2,1,0,0.2,-3.7,-10
Cc1ccccc1-n1nnnc1SCC(=O)NCC1(N2CCOCC2)CCCCC1,2.0,-0.4,0,21,-2,4,0.7,-1.2,-4
O=C1c2ccccc2C(=O)N1CCn1ccnc1,0.2,-0.7,14,5,41*,5,0.5,-1.1,-11
Cc1cc(Nc2ccc(Br)cc2)nc(-c2ccccc2O)n1,-7.0,0.1,-1,-7,-6,3,-0.3,-0.9,-4
O=C(Nc1cccc(-c2cn3ccsc3n2)c1)c1ccccc1,.,0.5,-2,0,20,5,-0.5,-2.3,-5
CS(=O)(=O)c1ccccc1C(=O)Nc1cccc2ncccc12,-0.1,-0.8,11,2,13,4,4.6,-2.8,-7
O=C(COC(=O)C12CC3CC(CC(O)(C3)C1)C2)Nc1ccc(Cl)cc1F,1.0,0.9,-4,2,-1,-4,-0.2,-3.0,-2
COc1cccc(NC(C)=[N+](C)CCNS(=O)(=O)c2ccc(Cl)cc2)c1,0.9,-1.9,-10,0,8,-9,-0.2,0.7,-1
Cc1ccc(OCc2nc(C#N)c(N3CCCC3)o2)cc1,.,9.5,-1,23,-14,-2,-0.5,-2.0,16
Cc1cc(OCCCCOc2ccc(S(N)(=O)=O)c(C)c2)ccc1S(N)(=O)=O,3.9,0.3,0,11,14,-1,-2.2,-0.1,-3

# Next section, starting with the last 2 of the part before.
SMILES,TcdB GH inh,PfHsp40 yeast,Anthrax LF inh2,Yp Topo-I inh,BoNT-F LC inh,PrPC TRFRET,BoNT A protease,FadD28 FP inh,CCHF vOTU inh
Cc1ccc(OCc2nc(C#N)c(N3CCCC3)o2)cc1,.,9.5,-1,23,-14,-2,-0.5,-2.0,16
Cc1cc(OCCCCOc2ccc(S(N)(=O)=O)c(C)c2)ccc1S(N)(=O)=O,3.9,0.3,0,11,14,-1,-2.2,-0.1,-3
COc1ccc(OC)c(C(=O)c2ccc(C(=O)Nc3ccccc3)cc2)c1,.,-0.1,0,-1,-1,2,0.2,-1.6,-3
Cc1ccccc1OCC(=O)NC1=NCCS1,2.1,0.2,-6,2,-22,4,-2.0,-0.3,-1
CCCCn1c(N)c(NCc2ccccc2OC)c(=O)[nH]c1=O,0.9,0.4,4,-5,-4,-2,-1.2,0.1,3
O=C(COC(=O)Cc1cccs1)NCC(=O)Nc1ccc(F)cc1,1.6,-0.5,4,-6,-3,6,0.0,-1.4,8
CC(=O)N1c2c(cc(Br)cc2S(=O)(=O)Nc2c(C)n(C)n(-c3ccccc3)c2=O)CC1C (configuration not stated),-0.4,0.8,-9,3,-6,5,-0.8,-3.4,-6
Cc1ccc(-c2cc(-c3ccc4c(c3)OCO4)c(C#N)c(N)n2)o1,.,0.2,4,21,-6,0,1.2,-6.5,-13
Clc1ncnc2scc(-c3ccc(Br)cc3)c12,.,0.8,-1,-1,-2,6,0.0,-0.6,19
CCCCn1nnnc1C(c1ccc(OC)cc1)N1CCN(C/C=C/c2ccccc2)CC1 (configuration not stated),0.6,.,-6,.,-1,-5,-0.4,-1.7,5
COc1ccc(/C=N/n2c(=O)[nH]c3c([nH]c4ccc(Cl)cc43)c2=O)cc1CN1CCCCC1,-0.3,-0.3,3,1,?,-11,0.5,-3.9,-34
N#Cc1ccc(OCc2ccc(C(=O)O)o2)cc1,1.0,0.1,-7,6,7,0,-1.2,0.6,-12
COc1ccc(CN2C[C@@H](CO)O[C@@H](n3cnc4c(NCCN(C)C)ncnc43)C2)cc1,0.9,.,4,-2,-3,-3,0.7,-3.1,17
COc1cc(/C=C2/SC(=S)NC2=O)ccc1OS(=O)(=O)c1ccc(C)cc1,.,4.6,4,-5,1,.,0.5,-12,.
Cc1cc(C)c2cc3c(ccn3C3OC[C@H](O)[C@H](O)[C@H]3O)cc2n1 (some centres not stated),.,0.3,4,-3,-2,-7,1.4,-0.7,6
CCCNc1nc2c(c(=O)[nH]c(=O)n2C)n1CCOc1ccccc1,3.5,-0.6,1,4,17,11,0.2,0.4,-2
Cc1cccn2c(=O)c3cc(C(=O)NCc4ccco4)c(=N)n(C4CCCCC4)c3nc12,.,-1.4,-1,28,11,.,2.3,-6.3,.
O=C(OCc1c(Cl)cccc1Cl)c1ccncc1,-0.7,-0.9,0,6,1,7,0.6,-2.3,-3
S=C(NC1CC1)N1CCCc2ccccc21,-0.8,0.7,0,-1,3,4,2.1,-0.8,3
COC(C[C@H]1O[C@H]1C(=O)[C@@H](C)OCc1ccccc1)OC,0.8,0.1,-13,-2,-1,2,0.0,-0.1,-5
CCOP(=O)(OCC)C(NC(=O)Nc1ccc(C)cc1)C(N)=O (configuration not stated),0.8,.,-6,5,-14,1,-0.4,0.4,-7
Cc1ccc(NC(=O)c2ccc(NCCN)c([N+](=O)[O-])c2)cc1,1.4,-0.1,0,-28,-8,-33,-0.1,-8.0,-4
COc1ccc(OC)c(NC(=O)c2nc3ccccc3s2)c1,0.0,1.9,-6,4,-6,-3,-2.0,1.1,-5
CCOC(=O)c1c(C)cc(C)n2c1nc1ccccc12,.,-1.2,0,8,-14,-6,0.0,-0.5,-1
c1ccc(NN(Cc2ccccn2)c2ccccc2)cc1,-0.5,.,-7,14,8,-2,-0.6,1.2,2
C=CCOc1cccn2c(N(C=O)Cc3ccc(OC)cc3)c(CC)nc12,1.8,.,-4,-2,0,10,-0.2,-3.1,1
COc1ccc(C(=O)N2CCCC(CO)(Cc3ccccc3C)C2)o1 (configuration not stated),1.3,0.3,5,21,5,-5,1.0,0.3,5
# Further records
SMILES,TcdB GH inh,PfHsp40 yeast,Anthrax LF inh2,Yp Topo-I inh,BoNT-F LC inh,PrPC TRFRET,BoNT A protease,FadD28 FP inh,CCHF vOTU inh
Cc1noc(C)c1COc1ccc(C(=O)N2CCCC(C(F)(F)F)C2)cc1 (configuration not stated),2.2,0.8,-3,4,-1,-7,0.0,-2.9,2
CCN1C(C)=C(C)S/C1=C1\SC(=S)N(NC(C)=O)C1=O,1.1,-1.9,-3,-9,-2,0,-1.4,0.6,2
CCOC(=O)CNC(=O)CSc1nnc(COc2ccc(Cl)cc2)n1CC,.,0.6,-1,8,?,4,1.4,0.7,1
COc1ccc(NC(=O)CCNS(=O)(=O)c2cccc3nonc23)cc1,0.1,0.6,-1,-1,-4,-34,-0.1,-1.0,2
CCC(=O)Nc1nc(OC)cc(OC)n1,.,-1.2,-1,-3,-6,9,0.3,-1.6,5
Brc1ccccc1-c1nnc(COc2cccc3cccnc23)o1,.,-0.7,-5,-5,-7,-9,0.6,-3.0,6
Cc1ccc(S(=O)(=O)c2c(C)nn(C(C)(C)C)c2OC(=O)c2ccco2)cc1,.,0.4,-1,37,2,3,0.4,0.1,8
Cc1ccc(C(C[N+](=O)[O-])Sc2ccc(N)cc2)cc1 (configuration not stated),-2.8,13,.,0,.,0,.,-0.3,2
Cc1ccc(NC(=O)Cn2nnc(C(=O)NCc3ccccc3)c2N)cc1C,1.1,-0.1,0,-7,-4,0,-2.8,-4.3,4
Nc1cc(C(F)(F)F)ccc1C(=O)O,1.2,-0.1,-6,-3,16,-3,1.1,3.1,-25
Cc1ccc(CNC(=O)COC(=O)CCC(=O)c2cccs2)cc1,-0.4,-1.1,0,7,5,1,-0.2,-2.5,-13
O=C(c1ccc2ccccc2n1)N(CCO)Cc1ccccc1,-0.1,-0.6,-10,-1,-3,-5,-5.0,-0.8,-6
[O-][n+]1onc2c1CCc1c-2nc(-c2ccccc2)n1OCc1ccccc1,.,-0.9,.,-9,.,-8,.,-0.3,-7
CCCCCC(=O)NC(NC(=S)N1CCOCC1)C(Cl)(Cl)Cl (configuration not stated),.,1.5,-4,4,-1,4,-0.2,-0.2,4
Cc1ccc(-c2csc(NC3OC(=O)c4ccccc43)n2)cc1 (configuration not stated),-0.6,-1.3,-2,2,4,-7,0.2,-3.1,-2
CC1CN(C(=O)CCC(=O)NCc2ccc(Cl)cc2)c2ccccc2O1 (configuration not stated),-0.4,-0.2,9,6,1,-1,0.3,-0.7,-3
CCOc1ccc(C(C(=O)NCCC(C)C)N(CCO)C(=O)c2snc(C(N)=O)c2N)cc1 (configuration not stated),0.7,-0.9,10,7,?,-11,-8.3,-1.2,1
Cc1nc2cc(NCc3cccs3)ccc2n1C,-0.3,2.7,-5,-6,-17,-1,-0.8,-2.2,19
CCOC(=O)c1ccc(S(=O)(=O)N2CCN(C(=O)c3cc4ccccc4o3)CC2)cc1,0.5,1.1,0,17,6,-2,5.3,-2.7,-6
Cc1coc2c(C)c3oc(=O)c(CCC(=O)NCCCN4CCOCC4)c(C)c3cc12,2.0,-1.1,-2,0,-13,8,-0.5,0.0,-5
c1cc(CNCCN2CCNCC2)ccn1,0.0,-0.8,-6,-1,-8,5,-0.8,-1.5,10
C=CCn1c(SCC(N)=O)nc2sc3c(c2c1=O)CCC3,0.2,1.1,4,9,-8,2,-1.6,2.0,-5
Cc1cc(C)cc(C(=O)NC(CC(N)=O)c2ccc(NCCN3CCOCC3)c([N+](=O)[O-])c2)c1 (configuration not stated),-3.5,2.8,-7,-2,-8,-18,-0.2,-1.8,14
CC(C)(C)c1ccc(C(=O)NNC(=O)c2cccc(Br)c2)cc1,.,-1.3,2,11,24,-3,?,-1.6,-4
N#C/C(=C\c1ccccc1OCc1ccc(C(=O)O)cc1)c1ccccc1,1.2,-0.1,-6,9,-7,5,0.1,-9.3,-3

# Whole records as entered above. Values in the order: TcdB GH inh	PfHsp40 yeast	Anthrax LF inh2	Yp Topo-I inh	BoNT-F LC inh	PrPC TRFRET	BoNT A protease	FadD28 FP inh	CCHF vOTU inh
# Cc1ccc(-c2csc(NC3OC(=O)c4ccccc43)n2)cc1 (configuration not stated) across the screens: -0.6	-1.3	-2	2	4	-7	0.2	-3.1	-2
# [O-][n+]1onc2c1CCc1c-2nc(-c2ccccc2)n1OCc1ccccc1 across the screens: .	-0.9	.	-9	.	-8	.	-0.3	-7

# Outcome played no part in choosing rows, and some 2.3% of all compounds hit somewhere here.
